p47phox inh – p47phox (human) inhibition. P14598. p47phox/p22phox peptide binding, fluorescence polarization, 2 h. inhibition, % at 24.7 µM. 220,000 tested, 0.53% active. AID 1274;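 active = inhibition above about 30%, limit read from the data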;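 note: 0% = p47phox with labelled peptide and 100% = labelled peptide alone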
Target sequence (P14598 whole entry, looked up): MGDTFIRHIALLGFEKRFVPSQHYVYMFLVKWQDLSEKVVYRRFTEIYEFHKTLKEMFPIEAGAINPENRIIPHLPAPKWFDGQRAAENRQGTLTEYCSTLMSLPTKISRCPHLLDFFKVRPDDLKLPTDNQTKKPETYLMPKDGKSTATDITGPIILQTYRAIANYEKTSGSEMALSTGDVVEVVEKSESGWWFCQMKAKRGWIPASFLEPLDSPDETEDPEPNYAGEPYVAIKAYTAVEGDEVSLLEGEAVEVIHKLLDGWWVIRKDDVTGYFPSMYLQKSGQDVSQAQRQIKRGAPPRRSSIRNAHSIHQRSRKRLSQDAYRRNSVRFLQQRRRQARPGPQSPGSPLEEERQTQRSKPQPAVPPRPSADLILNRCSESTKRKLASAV
NPY2 pot ag – potentiates or activates human NPY-Y2 receptor; P49146; cells expressing NPY-Y2, potentiator/agonist read-out; activation, % at 3.6 µM; 220,000 tested, 0.45% active; AID 1359; in the data active = activation above about 27%;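 note: cells stimulated with NPY near EC25 plus isoproterenol at EC100; 0% = vehicle plus submaximal agonist and 100% = vehicle plus saturating agonist; some results beyond the cut were filed as inactive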
Target sequence (P49146 whole entry, looked up): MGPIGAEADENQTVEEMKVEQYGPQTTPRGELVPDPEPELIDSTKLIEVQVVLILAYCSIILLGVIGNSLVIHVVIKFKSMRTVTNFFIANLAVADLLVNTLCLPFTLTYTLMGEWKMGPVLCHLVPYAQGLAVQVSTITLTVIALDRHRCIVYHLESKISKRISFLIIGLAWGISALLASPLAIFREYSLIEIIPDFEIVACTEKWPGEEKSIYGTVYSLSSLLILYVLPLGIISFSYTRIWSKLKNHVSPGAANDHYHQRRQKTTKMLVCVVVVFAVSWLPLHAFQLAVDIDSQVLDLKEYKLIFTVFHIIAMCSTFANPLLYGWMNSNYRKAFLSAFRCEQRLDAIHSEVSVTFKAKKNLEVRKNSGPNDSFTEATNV
Ba/F3 V617F tox – loss of viability in JAK2V617F-driven Ba/F3 cells | inhibition, % at 5.6 µM | Ba/F3 EpoR-JAK2V617F viability, ATP luminescence | 220,000 tested, 1.1% active;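 active = inhibition above the campaign mean plus 3 SD over all tested compounds, cut at about 24% in these data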;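 note: cytokine-independent growth of Ba/F3 cells driven by EpoR plus mutant JAK2; 0% = DMSO-treated cells and 100% = JAK inhibitor I control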
BaF3 tox – reduces parental Ba/F3 cell viability, JAK2V617F counter-screen | CellTiter-Glo ATP luminescence | inhibition, % at 5.6 µM | 220,000 tested, 1.1% active;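 active = inhibition above a per-campaign cutoff, the mean inhibition of all tested compounds plus 3 SD, cut at about 27% in these data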;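 note: 0% = DMSO wells and 100% = JAK Inhibitor I control wells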
NPY-Y1 PAM-ag – human NPY-Y1 potentiation or agonism, primary screen; NPY-Y1 expressing cells, potentiator/agonist activation; activation, % at 3.6 µM; 220,000 tested, 0.37% active; in the data active = activation above about 33%, passing the limit was not always enough;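 note: cells stimulated with NPY at EC10 then isoproterenol at EC100; 0% = low agonist plus stimulus and 100% = saturating agonist plus stimulus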
S1P4 agonist – human S1P4 receptor agonism. S1P4-expressing cell line, agonist reporter assay. activation, % at 4.98 µM. 220,000 tested, 0.35% active; in the data active = activation above about 11%;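 note: 0% = DMSO vehicle and 100% = reference agonist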
NPY Y1 blocker – blocks the human neuropeptide Y Y1 receptor. P25929. HEK293-CNG Y1 cells, membrane potential fluorescence; NPY at EC95, then isoproterenol. inhibition, % at 3.6 µM. 200,000 tested, 1% active. AID 1040;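 active = inhibition above the campaign mean inhibition of all tested compounds plus 3 SD, cut at about 20% in these data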;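 note: 0% = DMSO wells given NPY plus isoproterenol and 100% = isoproterenol alone without NPY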
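material = HEK293 cells with Y1 receptor plus CNG channel | also added = NPY 25 nM then isoproterenol 1 µM plus Ro 20-1724 25 µM | schedule = dye 3 h, compound 60 min room temperature, stimulation 45 min | measured by = membrane potential fluorescence | benchmarks = high control isoproterenol alone, low control NPY with isoproterenol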
S1P4 antagonist – blocks the human S1P4 receptor; S1P4-expressing cells, antagonist mode, reporter read-out; inhibition, % at 4.98 µM; AID 1510; O95977; 220,000 tested, 0.26% active; in the data active = inhibition above about 29%;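 note: 0% = wells stimulated with agonist and 100% = vehicle wells without agonist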
CHOP inhibitor – blocks CHOP induction under ER stress. inhibition, % at 10 µM. 220,000 tested, 3.8% active. CHO-K1 CHOP-promoter luciferase, tunicamycin-induced, 15-18 h;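 active = compounds that reduced the stress-induced luciferase reporter signal by more than about 70% of percent inhibition, limit read from the data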;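 note: 0% = tunicamycin plus vehicle and 100% = wells without tunicamycin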
Numbers without * were called inactive; . = no result given. Not a hit list. About 7.1% of those tested had a hit in this group.

The first two compounds (preview)
SMILES,p47phox inh,NPY2 pot ag,Ba/F3 V617F tox,BaF3 tox,NPY-Y1 PAM-ag,S1P4 agonist,NPY Y1 blocker,S1P4 antagonist,CHOP inhibitor
CSc1nnc2n(C)c3c(c(=O)n12)C1(CCCC1)Cc1ccccc1-3,-12,-4,0,1,3,1.4,-2,-6,64
O=C(NCN1CCc2ccccc2C1)c1cnccn1,-10,4,-3,5,-3,0.4,-7,11,-20

Results, from the first entry:
SMILES,p47phox inh,NPY2 pot ag,Ba/F3 V617F tox,BaF3 tox,NPY-Y1 PAM-ag,S1P4 agonist,NPY Y1 blocker,S1P4 antagonist,CHOP inhibitor
CSc1nnc2n(C)c3c(c(=O)n12)C1(CCCC1)Cc1ccccc1-3,-12,-4,0,1,3,1.4,-2,-6,64
O=C(NCN1CCc2ccccc2C1)c1cnccn1,-10,4,-3,5,-3,0.4,-7,11,-20
CC(=O)NC(CCS(C)(=O)=O)C(=O)Nc1cc(Cl)ccc1Cl (stereo not given),-16,14,-1,6,8,-0.4,-2,-2,12
C/C=C/CSc1nc2c(c(=O)[nH]c(=O)n2C)n1C(C)C,0,-5,-4,3,0,1.7,-3,-9,-5
CCCN1C(=O)C(O)(C2CC(=O)CC(C)(C)O2)c2ccccc21 (stereo not given),7,18,-3,-2,2,1.1,5,2,-14
CCOc1ccccc1N(CC(=O)NCc1ccc(OC)cc1)S(C)(=O)=O,-10,5,-1,0,-3,4.2,-4,6,-2
O=C(c1cccs1)N(CC1CCCO1)c1nc(-c2ccccc2)cs1 (stereo not given),-26,-22,6,9,-26,-0.2,9,0,35
CN1CCN(c2nc3ccccn3c(=O)c2/C=C(\C#N)S(=O)(=O)c2ccccc2)CC1,-10,6,-4,-3,-5,6.5,.,3,-7
Cc1ccc(NC(=O)CSc2nc(N)cc(N)n2)cc1S(=O)(=O)N1CCOCC1,-11,-11,0,-5,7,0.0,.,-15,2
COC(=O)c1ccc(NC(=O)CCN2CCN(CCC(=O)Nc3ccc(C(=O)OC)cc3)CC2)cc1,1,0,-2,4,-2,-0.2,-4,-22,58
COc1cccc(CNc2cccc(C(F)(F)F)c2)c1O,-8,2,7,12,-1,17*,13,6,5
CN(C)C(/C=C/Nc1ccc(Br)cc1)=C(C#N)C#N,-10,-8,1,4,18,-0.5,-4,2,24

The results go on.
SMILES,p47phox inh,NPY2 pot ag,Ba/F3 V617F tox,BaF3 tox,NPY-Y1 PAM-ag,S1P4 agonist,NPY Y1 blocker,S1P4 antagonist,CHOP inhibitor
O=C(NC(NCc1ccccc1)C(Cl)(Cl)Cl)c1cccnc1 (stereo not given),-8,0,-3,2,9,0.7,1,4,0
Cc1ccc(-n2c(COc3ccccc3)n[nH]c2=S)cc1,-5,8,-5,2,-1,-0.2,0,3,-12
Cc1cc(C)n(Cc2ccccc2Cl)n1,15,1,1,4,-1,1.4,2,-31,-11
COCCn1c(SC(C)C(=O)Nc2ccc3c(c2)OCCO3)nc2ccccc2c1=O (stereo not given),6,-14,0,3,-4,3.0,19,-2,4
O=C(Nc1ccc2ccccc2c1)NC1CCS(=O)(=O)C1 (stereo not given),3,-6,0,3,6,1.0,2,-15,-17
COc1ccc(Oc2nc(-c3ccccc3)ncc2C(=O)O)cc1,4,-3,4,2,-11,-0.2,3,-7,1
CS(=O)(=O)N(CC(=O)Nc1cccc(F)c1)Cc1ccccc1,-5,-10,2,3,4,0.6,-3,-22,47
O=C(Nc1ccccn1)c1cc(-c2cccc(Cl)c2)nc2ccccc12,-5,-38,3,8,-62,-0.2,14,3,26
Cc1ccc(Nc2nnc(SCC(=O)Nc3cccc(S(=O)(=O)N4CCCCC4)c3)s2)cc1,-28,18,-4,5,13,0.0,0,2,29
CC(=O)N1CCC(c2c[nH]c3ccccc23)CC1,-15,-16,-1,-1,4,-0.3,.,13,4
Cc1noc(C)c1S(=O)(=O)N1CCC(C(=O)N2CCN(Cc3ccc4c(c3)OCO4)CC2)CC1,-5,13,-3,0,6,0.4,-1,-17,7
CN(c1ccccc1)c1nc(N)c([N+](=O)[O-])c(NCCO)n1,-9,-5,-5,-1,4,1.4,.,-9,21

(further entries)
SMILES,p47phox inh,NPY2 pot ag,Ba/F3 V617F tox,BaF3 tox,NPY-Y1 PAM-ag,S1P4 agonist,NPY Y1 blocker,S1P4 antagonist,CHOP inhibitor
C/C(=N\OCC(=O)Nc1nc2ccccc2s1)c1ccccc1,4,-11,-3,-2,-43,-0.6,9,0,58
CC(C)(C)OC(=O)N1CCOCCOCCNCCOCCOCC1,-10,5,-2,4,-4,-0.9,3,-6,7
Cc1ccc(NC(=O)c2noc3c2CCC3)cc1C,2,-2,2,4,-25,-1.5,4,-17,-1
Cc1cc(C)c(C(=O)COc2cccnc2[N+](=O)[O-])cc1C,-8,10,2,4,-3,-2.5,5,5,-32
CCOC(=O)Cn1c(=N)n(CCOc2ccc(Br)cc2)c2ccccc21,-6,-18,0,-2,2,1.0,.,18,5
Cc1nnc(N(Cc2ccco2)C(=O)c2ccno2)s1,-46,12,-2,1,25,-0.4,-4,-1,6
Clc1ccc(-c2cn3cccnc3n2)cc1,-18,-13,0,6,-24,0.6,-1,-6,31
CC(C)c1cc(C(=O)N/N=C/c2ccco2)n[nH]1,-2,4,-3,1,0,-0.6,0,-14,-29
CC(CN(C)Cc1ccccc1)OC(=O)c1ccc(F)cc1 (stereo not given),-2,-1,-1,1,-11,-1.2,9,-10,64
CCOc1ccc2nc(NCCCNC(=O)c3cc(OC)c(OC)c(OC)c3)c(C#N)cc2c1,-19,-3,-6,-3,7,0.7,.,-4,12
Cc1ccc(/C=N/n2cnc3sc4c(c3c2=O)CCCC4)o1,0,-5,3,0,-5,1.9,1,-4,2
CCOC(=O)c1sc(NS(=O)(=O)c2ccc(NC(C)=O)cc2)nc1C,-2,-3,-4,-1,-25,-0.7,0,-16,24

Further results follow:
SMILES,p47phox inh,NPY2 pot ag,Ba/F3 V617F tox,BaF3 tox,NPY-Y1 PAM-ag,S1P4 agonist,NPY Y1 blocker,S1P4 antagonist,CHOP inhibitor
CCN(CC)c1ccc(NC(=O)c2ccccc2)cc1S(=O)(=O)Nc1ccccc1OC,-13,4,-2,5,18,1.1,0,-6,15
Cc1onc(-c2c(Cl)cccc2Cl)c1C(=O)O/N=C(\C#N)c1c(Cl)cccc1Cl,-1,-19,0,1,-9,1.6,.,9,15
Clc1ccc(CN2CCC(Cc3ccccc3)CC2)cc1,-3,-8,-2,5,-28,0.7,5,-10,43
CN(Cc1cccs1)C(=O)CSc1nnnn1C,7,0,-4,-1,-1,0.6,-2,-6,4
CCOC(=O)CN1C(=O)C(=O)c2cc(C)ccc21,-13,7,1,1,13,0.3,2,-4,4
CNS(=O)(=O)c1cc(C(=O)OCC(=O)NC2CCCc3ccccc32)ccc1Cl (stereo not given),-5,15,-2,5,12,-1.1,0,1,12
CCN(CC)C(=O)Cn1cnc2sc(C(=O)N3CCN(c4ccc(F)cc4)CC3)c(C)c2c1=O,3,-9,5,5,-17,-1.8,1,-2,-17
CCC(C)(C)n1nnnc1C(c1ccc2ncccc2c1)N1CCN(c2ccc(O)cc2)CC1 (stereo not given),-2,-32,3,0,12,0.1,.,2,19
Cc1c(O)c(=O)c2ccccc2n1C,3,4,4,4,-7,-0.5,-3,-4,2
Cc1c(C(=O)c2ccc(Cl)c(Cl)c2)cnc2cc3c(cc12)OCO3,-15,-8,-1,1,-26,1.7,12,-11,38
O=C(NCCCNC(=O)c1cncc(O)c1)c1cncc(O)c1,-8,15,-5,1,6,-1.5,-2,-21,10
COc1ccc(-c2cc(C(F)(F)F)nc(-n3ccnc3)n2)cc1,-10,3,0,3,-2,-1.7,-4,-5,-8

Next records
SMILES,p47phox inh,NPY2 pot ag,Ba/F3 V617F tox,BaF3 tox,NPY-Y1 PAM-ag,S1P4 agonist,NPY Y1 blocker,S1P4 antagonist,CHOP inhibitor
COc1ccccc1NC(=O)C(=O)N1CCCC1,14,3,1,2,7,-0.8,6,-2,12
COc1ccccc1CCN=C(N)NS(=O)(=O)c1cccs1,4,0,-3,2,8,0.6,-4,-9,25
CCC[C@@H]1C[C@@H](C(=O)N[C@H]([C@@H](C)O)[C@H]2O[C@H](SC)[C@H](O)[C@@H](O)C2O)N(C)C1 (stereo not given in full),-7,3,-3,0,10,-1.5,-3,-5,0
COC(=O)c1cc(NC(=O)C2CC(=O)NC(=NCc3ccc(OC)cc3)S2)cc(C(=O)OC)c1 (stereo not given),-18,14,-4,1,17,0.8,0,-4,-9
COc1ccc(CNC(=O)c2csnn2)cc1,1,-9,5,4,-13,0.9,0,-7,-7
COC(=O)c1ccc(NC(=O)C2CCCN2S(=O)(=O)c2ccc(OC)cc2)cc1 (stereo not given),-5,-7,-2,5,-25,0.8,-1,-12,-113
Brc1cc2c(cc1/C=N/Nc1nc(N3CCCCC3)nc(N3CCCCC3)n1)OCO2,1,-16,6,6,-19,-2.7,8,-10,-25
CCCCOc1ccc(/C=C2/Sc3ccccc3C2=O)cc1,-47,-9,3,-1,-14,-1.0,0,-15,6
O=C(Nc1cccc(C(=O)N2CCN(c3cccc(Cl)c3)CC2)c1)c1ccccc1,-8,6,9,8,-5,0.3,2,-2,5
COC1CCN(C(=O)CC2C(=O)NCCN2CC2CCCCC2)CC1 (stereo not given),-2,14,0,6,8,-0.7,2,7,-11
Cc1ccc(C(=O)CCC(=O)CCC(=O)O)cc1,.,-1,-2,0,7,-2.0,0,3,.
CC(Cc1ccccn1)NC(=O)CCc1nnc(C2CCCCC2)o1 (stereo not given),-2,10,-2,3,27,-0.2,-4,-10,20

New compounds follow.
SMILES,p47phox inh,NPY2 pot ag,Ba/F3 V617F tox,BaF3 tox,NPY-Y1 PAM-ag,S1P4 agonist,NPY Y1 blocker,S1P4 antagonist,CHOP inhibitor
O=C(COC(=O)c1ccccc1NS(=O)(=O)c1ccc(Cl)cc1)NCc1ccccc1,-19,14,2,4,-2,1.1,4,-8,20
CCCNC(=O)NC1C(NC(=O)NCCC)N(C)C(=O)N1C (stereo not given),-8,12,-4,2,-7,0.1,-1,-31,15
COc1ccc(S(=O)(=O)N(CCC(=O)O)Cc2ccccc2)cc1,-5,-3,0,5,1,1.1,-3,-15,1
COc1ccccc1NC(=S)NNC(=O)c1ccncc1,2,4,1,4,-4,2.3,6,5,-6
CCc1ccc(OCCOCC(O)CN2CCN(Cc3ccc(Cl)cc3)CC2)cc1 (stereo not given),-3,-9,-1,4,-32,0.9,6,1,33
Cc1ccc2nc(C3CCN(C(=O)c4ccco4)CC3)[nH]c2c1,-2,0,1,2,-5,-0.6,1,14,7
COC(OC)C(C)NC(=O)NC(=O)c1ccccc1Cl (stereo not given),-12,-2,-2,-1,-10,-1.7,.,16,-10
CC(=O)NS(=O)(=O)c1ccc(NC(=O)/C=C/c2ccc(C)o2)cc1,-10,6,0,2,-8,0.9,11,-1,0
CC(C)[C@H](Nc1ccc(S(=O)(=O)N2CCOCC2)cc1[N+](=O)[O-])C(=O)OCC(=O)N(C(C)C)C(C)C,-6,1,5,10,-7,0.7,3,1,-18
COc1ccc(/C=C/C(=O)Nc2ccc(-c3nnc4n3CCCCC4)cc2)c(OC)c1,-15,-1,1,12,0,-0.8,4,-14,-1
COC(=O)c1cc2c(=O)n3ccccc3nc2n(Cc2cccnc2)c1=N,.,-2,-3,2,-10,3.4,8,-4,.
COCn1c(-c2ccccc2)nc2ccccc21,4,4,-3,2,8,1.1,-2,-5,-10
CCN1C(=O)c2cccc3c(S(=O)(=O)NCCc4c[nH]c5ccccc45)ccc1c23,-1,-22,1,5,-23,-0.2,4,-10,51
CCC(C)(C)NC(=O)CN(Cc1ccccc1Cl)C(=O)CCC(=O)Nc1cc(C)ccn1,-1,-12,-1,8,-13,-0.6,1,-3,11
CCN(CC)c1ccc(/C=N/NC(=O)Nc2ccccc2)cc1,1,-8,2,6,-2,1.9,4,-4,-20
